# Screens from PubChem.
# M5 antag – human M5 muscarinic receptor antagonists, primary screen, CHO cells, Fluo-8 calcium fluorescence. CHO-hM5 cells, ACh EC80. inhibition, % at 3 µM. 0.59% of 360,000 active;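 active = inhibition above a per-plate cutoff, the mean of that plate's test compounds plus 3 SD, cut at about 27% in these data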;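 note: 0% = acetylcholine EC80 with DMSO and 100% = DMSO without agonist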
# Target sequence (P08912 whole entry, looked up): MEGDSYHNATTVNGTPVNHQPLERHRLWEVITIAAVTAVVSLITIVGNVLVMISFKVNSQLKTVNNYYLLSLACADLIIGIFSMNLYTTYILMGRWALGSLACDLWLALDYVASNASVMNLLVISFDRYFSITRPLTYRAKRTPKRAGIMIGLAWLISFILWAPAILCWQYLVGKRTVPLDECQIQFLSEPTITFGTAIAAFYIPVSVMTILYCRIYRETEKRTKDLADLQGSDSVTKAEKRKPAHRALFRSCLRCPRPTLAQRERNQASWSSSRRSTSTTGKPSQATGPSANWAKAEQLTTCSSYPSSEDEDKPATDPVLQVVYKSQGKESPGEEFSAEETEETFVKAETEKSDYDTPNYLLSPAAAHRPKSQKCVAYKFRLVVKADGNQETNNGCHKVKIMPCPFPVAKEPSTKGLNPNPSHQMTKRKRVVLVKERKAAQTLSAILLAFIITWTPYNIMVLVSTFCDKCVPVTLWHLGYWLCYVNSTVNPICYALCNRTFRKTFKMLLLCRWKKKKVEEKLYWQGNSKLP
# M5 ag – human M5 muscarinic receptor agonists, primary screen, CHO-K1 cells, Fluo-8 calcium fluorescence; CHO-K1 hM5 cells; 0% DMSO wells, 100% maximal acetylcholine response; AID 624037, 2012; 0.19% of 360,000 active; Muscarinic acetylcholine receptor M5 (Homo sapiens), P08912; activation, % at 3 µM;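 active = activation above the run's mean over test compounds plus 3 SD, cut at about 23% in these data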;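 note: signal is peak over basal fluorescence ratio across the kinetic read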
# IDE cell inh – human IDE inhibitors in live cells, primary screen, fluorescence polarization, HEK cells, FAbetaB substrate. Insulin-degrading enzyme (Homo sapiens), P14735. 0.41% of 320,000 active. inhibition, % at 5.59 µM. FAbetaB cleavage;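 active = percent inhibition above the average of all tested compounds plus 3 SD, set per screening campaign, cut at about 16% in these data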;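 note: IDE supplied by intact live HEK cells; FP after avidin binding of uncleaved biotin substrate so inhibition keeps polarization high; 0% = DMSO wells and 100% = 60 µM reference IDE inhibitor Ii1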
# M4 antag – human M4 muscarinic receptor antagonists, primary screen, CHO cells, Fluo-8 calcium fluorescence; CHO-hM4 cells, ACh EC80; inhibition, % at 3 µM; 0.73% of 360,000 active; AID 624125, 2012;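 active = inhibition above its plate's cutoff, the mean inhibition of sample wells plus 3 SD, cut at about 27% in these data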;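 note: 0% = acetylcholine EC80 with DMSO and 100% = DMSO without agonist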
# Target sequence (P08173 whole entry, looked up): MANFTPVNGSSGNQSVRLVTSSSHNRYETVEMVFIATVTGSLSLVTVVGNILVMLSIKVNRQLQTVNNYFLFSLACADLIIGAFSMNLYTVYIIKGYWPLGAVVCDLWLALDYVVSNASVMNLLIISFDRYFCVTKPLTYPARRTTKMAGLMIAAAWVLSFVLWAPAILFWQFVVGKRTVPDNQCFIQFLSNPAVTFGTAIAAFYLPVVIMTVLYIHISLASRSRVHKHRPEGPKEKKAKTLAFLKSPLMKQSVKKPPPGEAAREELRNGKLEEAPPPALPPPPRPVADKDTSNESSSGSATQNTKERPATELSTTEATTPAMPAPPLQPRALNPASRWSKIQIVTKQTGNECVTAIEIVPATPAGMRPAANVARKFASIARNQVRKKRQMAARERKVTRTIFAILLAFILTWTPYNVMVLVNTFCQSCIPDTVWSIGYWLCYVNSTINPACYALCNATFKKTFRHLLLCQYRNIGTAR
# CRFBP-R2 agonist – agonists of CRF-BP/CRF-R2 complex, primary screen, cell-based, HEK293, calcium dye fluorescence, uHTS; 0.46% of 350,000 active; activation, % at 13.2 µM; calcium dye fluorescence (FLIPR); percent of saturating CRF peptide response; AID 588473, 2011;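 active = activation of at least 50%, plus an integration ratio under a set limit after plate pattern correction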;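 note: plate controls were neutral control wells without compound for no effect and CRF at EC100 for full effect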
# M4 ag – human M4 muscarinic receptor agonists, primary screen, CHO-K1 cells, Fluo-8 calcium fluorescence. activation, % at 3 µM. 0.14% of 360,000 active. CHO-K1 hM4/Gqi5; vehicle 0%, full acetylcholine response 100%. Muscarinic acetylcholine receptor M4 (Homo sapiens), P08173. AID 624127, 2012;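 active = activation above the run mean over all test wells plus 3 SD, cut at about 32% in these data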;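 note: peak over basal fluorescence ratio per well then scaled between controls; 0% = DMSO wells and 100% = acetylcholine at EC100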
# CHRM4 PAM – human M4 muscarinic receptor positive allosteric modulators, primary screen, CHO-K1 cells, Fluo-8 calcium fluorescence. AID 624126, 2012. CHO-K1 hM4/Gqi5, ACh EC20; 0% = ACh EC20, 100% = maximal ACh. 0.4% of 360,000 active. Muscarinic acetylcholine receptor M4 (Homo sapiens), P08173. activation, % at 3 µM;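 active = activation above its plate's cutoff, the mean activation of sample wells plus 3 SD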; note: some results filed as inactive read as strong as hits
# CRFR2-BP antag – antagonists of CRF-BP/CRF-R2 complex, primary screen, cell-based, HEK293, calcium dye fluorescence, uHTS; CRF-induced calcium fluorescence; inhibition, % at 11.8 µM; 0.59% of 350,000 active;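 active = inhibition of the ligand-induced calcium signal above about 50% at the single tested concentration, limit read from the data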
# M5 PAM – human M5 muscarinic receptor positive allosteric modulators, primary screen, CHO-K1 cells, Fluo-8 calcium fluorescence | activation, % at 3 µM | CHO-K1 hM5, ACh EC20 PAM; 0% = ACh EC20, 100% = ACh EC100 | AID 624038, 2012 | Muscarinic acetylcholine receptor M5 (Homo sapiens), P08912 | 0.3% of 360,000 active;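 active = activation above the run cutoff, the mean activation of all test compounds plus 3 SD, cut at about 18% in these data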
#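 System: CHO-K1 hM5 cells. Reagent: acetylcholine, EC20 level. Compound dosing: single dose, 3 µM nominal final test concentration. Timing: Post-acetylcholine fluorescence recording 140 s. Detection: Fluo-8 calcium fluorescence. Read-out: % activation, ACh-normalized. Benchmarks: ACh EC20 and EC100 wells. Repeats: singlicate, one well per test compound.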
# An asterisk follows results filed as active; nt = not tested or not shown.
SMILES,M5 antag,M5 ag,IDE cell inh,M4 antag,CRFBP-R2 agonist,M4 ag,CHRM4 PAM,CRFR2-BP antag,M5 PAM
CC1CCCC(NC(=O)COC(=O)c2cc(S(=O)(=O)N3CCOCC3)ccc2F)C1C (stereo unspecified),9,4,1,-2,-1.5,2,0,1,-10
CCCn1c(SCC(=O)N2CC(=O)Nc3ccccc32)nc2ccccc21,-3,-2,0,7,56*,2,-6,-92,-1
O=C(CSc1nc2ccccc2o1)N1CCN(C(=O)c2ccco2)CC1,-6,-1,4,1,-2.1,2,6,-27,7
C[C@H](CO)N1C[C@H](C)[C@@H](CN(C)S(=O)(=O)c2ccccc2)Oc2ccc(NS(=O)(=O)c3cn(C)cn3)cc2C1=O,-2,-1,4,-7,0.3,0,-3,-6,1
O=C(COC(=O)c1ccc(Br)c(S(=O)(=O)N2CCOCC2)c1)NC1CC1,19,-3,2,-8,-0.3,0,5,10,-7
O=C(N/N=C/c1ccc(OCC(=O)N2CCCCC2)cc1)c1ccccc1,-9,2,-2,0,-1.9,3,4,1,-4
CCCCCCNC(=O)c1ccc(Br)o1,17,-5,-1,9,-2.2,-1,-3,1,0
Cc1cc(C)c(C)c(S(=O)(=O)N2CCC(C(=O)N3CCCCCCC3)CC2)c1C,-4,0,-1,-7,-1.8,4,7,2,1
CCCN(CCC)C(=O)C1CCCN(S(=O)(=O)c2ccc3c(c2)oc(=O)n3C)C1 (stereo unspecified),6,-5,0,5,-0.4,0,-5,0,-7
C[C@H](CO)N1C[C@H](C)[C@@H](CN(C)Cc2ccc(-c3ccccc3)cc2)Oc2c(NC(=O)Nc3ccc(C(F)(F)F)cc3)cccc2C1=O,8,0,1,-4,-2.1,3,2,9,-3
CC(=O)Nc1ccc(S(=O)(=O)N2CCC(C(=O)N[C@@H](C)C(=O)NC3CCCC3)CC2)cc1,-12,-6,1,-1,2.3,1,10,-4,4
O=C1CCc2cc(S(=O)(=O)N3CCC(C(=O)NC4CCCc5ccccc54)CC3)ccc2N1 (stereo unspecified),0,0,0,-7,-0.1,4,6,10,-2
CN(C)S(=O)(=O)Oc1cc(Cl)ccc1C(=O)Nc1ccc(F)cc1F,21,4,2,14,0.2,15,-7,-22,-17
COc1cc(/C=C/c2ccc3c(Br)cc(Br)c(O)c3n2)ccc1O,12,1,4,-1,1.5,3,4,1,-5
CCCCCn1nnc2c(=O)oc3ccccc3c21,0,-2,2,-5,1.8,2,28*,14,3
O=C(Cc1ccccc1)Nc1ccc(NC(=O)c2ccc(Br)cc2)cc1,-1,0,3,-8,-0.1,1,1,-3,0
O=C(c1ccccc1)C1CCc2occc2C1=O (stereo unspecified),1,-9,-6,-3,-0.2,0,-3,21,0
NCCNC(=O)c1ncsc1-c1cccc(F)c1,7,-1,1,2,-0.9,0,-12,10,-11
O=C(Nc1ccc(Cl)cc1)N[C@@H]1CC[C@H](CCNS(=O)(=O)c2ccccc2F)O[C@@H]1CO,7,2,nt,8,nt,4,-5,nt,-4
COc1cc(CCC(=O)OCC(=O)Nc2cc(S(=O)(=O)N3CCOCC3)ccc2Cl)cc(OC)c1OC,-8,4,nt,-2,-2.0,11,3,0,-4
CCN(CC)CCn1c(=O)n(-c2ccc(Cl)cc2)c(=O)c2c3c(sc21)CN(C)CC3,2,1,4,-4,6.7,2,-9,0,1
CC(=O)NC(CCS(C)(=O)=O)C(=O)Nc1c(C)cccc1C (stereo unspecified),0,1,5,-5,-0.6,1,-1,-29,-4
CCCCN(C)c1c(C)nc2ccc(C(=O)NCc3ccc(OC)cc3)cn12,-1,0,nt,4,nt,5,-2,nt,0
COc1ccc(-c2ccc(OC)cc2C(=O)O)cc1,1,-3,-2,7,0.2,1,0,-7,5
O=C(NCCC1=CCCCC1)C1CCC(=O)N(Cc2cccc(C(F)(F)F)c2)C1 (stereo unspecified),0,-5,-2,4,-0.4,1,0,-9,-4
CC[C@@H](C(=O)[C@@H](C)[C@@H](O)[C@H](C)[C@@H]1O[C@@H]([C@@H](CC)C(=O)O)CC[C@@H]1C)[C@H]1O[C@]2(C=C[C@@H](O)[C@]3(CC[C@@](C)([C@H]4CC[C@](O)(CC)[C@H](C)O4)O3)O2)[C@H](C)C[C@@H]1C,3,-1,nt,-5,2.6,-1,7,5,-2
COc1ccc2nc(NC(=O)NC3CCCCC3)sc2c1,3,1,5,-7,-0.6,0,8,0,-2
Cc1csc(NC(=O)CCn2c(=O)oc3ccc(Cl)cc32)n1,12,-1,-2,7,-1.5,2,7,-15,-6
C=CCOc1ccc(/C=N/NC(=O)CC(=O)NC2CCCCC2)cc1,0,-1,1,6,0.1,2,4,-9,4
COc1cccc(/C=C/c2ccccn2)c1O,-8,1,0,-12,-3.5,1,-9,2,2
Cc1cc(NS(=O)(=O)Cc2ccccc2)no1,-4,-6,-1,5,-0.8,1,0,4,11
CC(C)C(=O)NC(Nc1ccccc1F)C(Cl)(Cl)Cl (stereo unspecified),4,-2,0,-2,-0.6,-1,4,1,-5
COc1cccc(/C=C/C(=O)OCC(=O)Nc2cccc(S(=O)(=O)N3CCCCC3)c2)c1OC,11,1,1,3,-0.5,7,-20,-11,-8
CC(C)CC(=O)NC(=S)Nc1nc(-c2ccc(Cl)cc2)cs1,-5,-4,-1,-8,5.5,1,19,-8,16
COc1cc(SC)ccc1C(=O)OCC(=O)NCC(C)C,-1,-1,-1,-10,1.4,2,12,-5,9
COc1ccc(CNC(=O)CN(C(=O)CCC(=O)Nc2nccs2)c2ccc3c(c2)OCO3)cc1,8,-4,1,3,-1.7,2,1,-1,4
O=S1(=O)c2cccc3cccc(c23)N1Cc1ccc(-c2nnco2)cc1,-1,0,-1,6,0.9,5,-4,-14,0
COc1cc(N/N=C(\C)c2ccc(N)cc2)nc(-c2ccccc2)n1,0,-2,4,-7,-2.0,0,2,19,-1
O=C(CSc1nnc(-c2cccs2)n1C1CC1)NCC1CCCO1 (stereo unspecified),10,6,7,6,0.6,1,0,-5,-3
CC(=O)c1ccc(NC(=O)CN2CCCC2)cc1,11,1,1,9,0.1,0,-5,-1,0
Cc1ccccc1-n1nc(C)c2c1N=C1C(Cl)=CC(Cl)=CN1C2c1ccc(C(=O)O)cc1 (stereo unspecified),1,0,7,4,0.9,0,9,24,6
CCCCn1nnnc1C1(C)CCC(=O)N1Cc1ccc(F)cc1 (stereo unspecified),-7,0,nt,-5,nt,1,11,nt,3
Cc1ccc(C2C(C#N)=C(N)Oc3n[nH]c(C)c32)cc1 (stereo unspecified),-2,-5,2,0,-1.0,1,-1,-5,6
COc1ccc([C@@H]2[C@@H]3C(=O)N(C(C)(C)C)C(=O)[C@@H]3[C@]3(CC(C)C)C(=O)N(c4ccccc4)C(=O)N23)cc1,12,-5,3,5,1.4,0,5,-15,1
CCOc1cccc(C(=O)NC2=NCCS2)c1,16,4,nt,10,-0.7,0,-1,5,-4
CCOc1ccccc1C1NC(=O)NC(C)=C1C(=O)OCc1ccco1 (stereo unspecified),7,1,5,2,-0.4,1,-5,-18,-8
CCCCn1c(NCCO)nc2ccccc21,6,0,5,-2,4.1,-1,5,0,-5
COc1cc(C(C(=O)NC(C)(C)C)N(Cc2ccc3c(c2)OCO3)C(=O)c2cnccn2)cc(OC)c1OC (stereo unspecified),1,-1,6,-13,-0.1,3,1,10,-9
Cn1c(=O)c(-c2ccccc2)c(O)c2ccccc21,-8,-2,5,-5,-2.0,1,-2,17,-1
CCN(C(=O)CSc1nnnn1-c1cc(C)ccc1OC)C1CCS(=O)(=O)C1 (stereo unspecified),-1,1,-3,8,1.3,0,10,-9,-2
N/C(=N\OC(=O)c1ccc2c(c1)OCO2)c1cccc(Br)c1,1,-1,-1,-3,-0.5,2,5,8,3
Cc1ccc(-c2csc3nc(C)n(-n4cccc4)c(=O)c23)o1,2,-1,5,-1,0.8,0,4,-7,2
CCOC(=O)c1oc2ccc3c(c2c1C)C(=O)CC1(CCN(C(=O)OCC)CC1)O3,-1,2,0,9,1.6,1,-4,3,4
Cc1ccc(-n2c(SCC(=O)N3CCN(c4ccccn4)CC3)nnc2N2CCCC2)cc1,11,-1,-4,0,-1.0,2,-4,-1,-2
Cc1cccc(NC(=O)CSc2ccc(-c3ccco3)nn2)c1,0,0,-7,4,-0.2,1,-6,4,-6
Cc1ccc(C2C(C#N)=C(N)Oc3c2oc(CO)cc3=O)o1 (stereo unspecified),0,-2,-5,0,3.9,1,0,7,0
COC(=O)NNC(=S)NCc1ccccc1,0,1,-2,5,0.5,0,-1,-17,1
C=CCCC(=O)Nc1ccc(COC(=O)N2CCOCC2)cc1,7,0,3,3,-1.0,1,1,2,-5
Cc1ccc(N(Cc2ccc([N+](=O)[O-])cc2)C(=O)c2ccco2)cc1C,13,-7,-2,11,-0.1,-1,-29,26,-15
COc1ccc(C(=O)OC(C)C(=O)NC(C)CCc2ccccc2)cc1OC (stereo unspecified),15,-3,-2,1,-4.5,2,6,24,-5

# (listing goes on)
SMILES,M5 antag,M5 ag,IDE cell inh,M4 antag,CRFBP-R2 agonist,M4 ag,CHRM4 PAM,CRFR2-BP antag,M5 PAM
O=C(c1ccc(Cl)cc1)N1CCN(c2cccc3[nH]ccc23)CC1,-6,7,5,-5,-0.1,6,18,-6,12
C=C(C)c1nc(Oc2ccccc2)nc(Oc2ccccc2)n1,16,-1,nt,8,-2.1,0,-2,40,-8
CC(C)C(O)(c1ccccc1)C(CN1CCOCC1)c1ccccc1 (stereo unspecified),3,-4,nt,-10,0.6,0,4,6,-1
CCCCCC1CC(CC(C)C(=O)Nc2nncs2)C(=O)O1 (stereo unspecified),-7,-2,5,0,1.6,1,18,-40,4
CCOC(=O)c1c(N)sc(C(O)(C(F)(F)F)C(F)(F)F)c1-c1ccccc1,2,-4,-3,0,-3.0,1,-7,1,-10
COCCn1cc(C(=O)c2cc(Br)ccc2O)cc(C#N)c1=O,8,-1,1,0,-0.1,3,-1,-16,-7
CCc1ccc(NC(=O)c2ccc3c(=O)n4c(nc3c2)CCCCC4)cc1,15,-3,-6,-3,-1.9,3,-5,1,-8
Cc1cc(-c2cccnc2)c(C#N)c(SCc2cccc(F)c2)n1,-5,0,-1,-11,6.7,1,7,-32,0
NCC1C2CCC(O2)C1CO (stereo unspecified),-6,0,nt,-9,8.6,1,4,11,0

# Sorted by molar mass (lowest first): some entries from above.
SMILES,M5 antag,M5 ag,IDE cell inh,M4 antag,CRFBP-R2 agonist,M4 ag,CHRM4 PAM,CRFR2-BP antag,M5 PAM
CCCCCC1CC(CC(C)C(=O)Nc2nncs2)C(=O)O1 (stereo unspecified),-7,-2,5,0,1.6,1,18,-40,4
Cc1cc(-c2cccnc2)c(C#N)c(SCc2cccc(F)c2)n1,-5,0,-1,-11,6.7,1,7,-32,0
COCCn1cc(C(=O)c2cc(Br)ccc2O)cc(C#N)c1=O,8,-1,1,0,-0.1,3,-1,-16,-7
